phage Ecoli inh: E. coli growth loss with phage present; growth absorbance; inhibition, % at 11.9 µM; hit rate 0.26% among 360,000; in the data active = inhibition above about 11%
Ecoli viability: bacterial growth inhibition, counter-screen for AddAB inhibitors; E. coli V3065 growth, OD600 absorbance, 18 h; inhibition, % at 11.9 µM; hit rate 0.27% among 330,000;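 active = inhibition above the campaign's mean inhibition across all tested compounds plus 3 SD, cut at about 9.9% in these data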;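 also: uninfected addAB+ strain grown without phage in ampicillin broth; 0% = DMSO wells and 100% = ciprofloxacin 0.95 µg/ml wells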
CAL PDZ FP-1: blocks peptide binding to human CAL PDZ domain | AID 504414 | purified CAL PDZ, TMR-peptide fluorescence polarization, 1 h | inhibition, % at 20 µM | hit rate 0.02% among 330,000;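 active = highest replicate inhibition of at least 40%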;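 also: plate controls were DMSO neutral control wells for no effect and unlabeled competitor peptide control wells for full effect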
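Test system: tagged CAL PDZ domain / Buffer or medium: sodium phosphate/NaCl buffer pH 7.4 with TCEP, IgG, Thesit / Reagent: TMR-labelled reporter peptide T*-PRC34 bound in PDZ groove / Compound dosing: single point, 20 µM / Schedule: 1 h incubation at room temperature before polarization reading / Technique: fluorescence polarization (mP) / Benchmarks: unlabelled peptide, DMSO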
CAL PDZ FP-2: inhibitors of human CAL PDZ peptide binding; inhibition, % at 24.9 µM; hit rate 0.92% among 300,000; purified CAL PDZ, TMR-peptide fluorescence polarization, 1 h; AID 602252; Q9HD26;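 active = mean inhibition of at least 30% with at least half of replicates also reaching 30%; inconclusive = no clear call, values can overlap the other calls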;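 also: 0% = DMSO neutral control and 100% = excess unlabeled competitor peptide PRC23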
SR-BI uptake up: enhances SR-BI lipid uptake from DiI-HDL; CHO ldlA[mSR-BI] cells, DiI-HDL uptake fluorescence, 3 h; 100 = double the neutral-control signal; activation, % at 12.5 µM; hit rate 0.096% among 320,000;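 active = mean replicate activation of at least 60% and every replicate at or above 60%; inconclusive = mean or all-replicate condition met, but not both; inactive = mean below 60% and not all replicates reaching 60%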;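 also: 0% = median plate neutral-control signal and 100% = twice that signal; values of inactives mirror those of a sister screen read the other way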
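Assay system: LDL receptor-deficient CHO ldlA cells overexpressing murine SR-BI / Medium: BSA-supplemented, HEPES-buffered Ham's F12, pH 7.4 / Probe or stimulus: DiI-labelled HDL at 10 µg/mL final / Timing: compound with DiI-HDL co-incubation, 3 h at 37 °C / Technique: bottom-read cell fluorescence after medium removal, ex 550/em 595 nm / Measure: HDL uptake via cellular fluorescence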
Tat export inh: blocks Tat-dependent protein export in E. coli | hit rate 0.036% among 340,000 | E. coli MC4100 TorA-mCherry Tat export, fluorescence | inhibition, % at 10 µM;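 active = mean replicate inhibition at least 50% and at least half of replicates individually reaching 50%; inconclusive = only one of the two criteria met; inactive = neither criterion met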;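 also: exported cargo escapes ClpAP degradation while cytoplasmic cargo is degraded and loses fluorescence; 0% = median of neutral control wells and 100% = median of NaSCN control wells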
MITF TRPM1 HTS: increases MITF-driven TRPM1 promoter luciferase signal; activation, % at 12.5 µM; hit rate 0.75% among 300,000; AID 588334; SK-MEL-5 TRPM1-promoter luciferase, 24 h; % of positive control, neutral wells = 0;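 active = mean activation of at least 80% with every replicate also reaching 80%; inconclusive = mean reaches 80% but some replicate falls short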;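 also: 0% = neutral control wells and 100% = parthenolide positive control wells; values of inactives mirror those of a sister screen read the other way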
Wnt bcat act: Wnt/beta-catenin pathway activation | activation, % at 9.35 µM | hit rate 1.2% among 300,000 | Wnt/beta-catenin reporter cell assay, activator, plate reader; in the data active = activation above about 30%, passing the limit was not always enough; inconclusive = no clear call, values can overlap the other calls;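 also: 0% = neutral control wells and 100% = positive control wells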
AddAB inh: less growth of phage-infected E. coli with AddAB | hit rate 0.29% among 330,000 | inhibition, % at 11.9 µM | E. coli expressing H. pylori AddAB, absorbance growth | AID 435030; in the data active = inhibition above about 12%;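 also: 0% = vehicle wells of infected cells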
SR-BI DiI inh: mouse SR-BI HDL lipid transfer inhibition | ldlA[mSR-BI] CHO cells, DiI-HDL uptake fluorescence, 3 h | inhibition, % at 12.5 µM | Q61009 | hit rate 0.96% among 320,000;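 active = mean replicate inhibition of at least 70% and a set share of replicates each scoring 70 or more; inconclusive = meets just one of the two criteria; inactive = fails both criteria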;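 also: 0% = median of neutral control wells and 100% = median of positive control wells; values of inactives mirror those of a sister screen read the other way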
Target sequence (Q61009 whole entry, looked up): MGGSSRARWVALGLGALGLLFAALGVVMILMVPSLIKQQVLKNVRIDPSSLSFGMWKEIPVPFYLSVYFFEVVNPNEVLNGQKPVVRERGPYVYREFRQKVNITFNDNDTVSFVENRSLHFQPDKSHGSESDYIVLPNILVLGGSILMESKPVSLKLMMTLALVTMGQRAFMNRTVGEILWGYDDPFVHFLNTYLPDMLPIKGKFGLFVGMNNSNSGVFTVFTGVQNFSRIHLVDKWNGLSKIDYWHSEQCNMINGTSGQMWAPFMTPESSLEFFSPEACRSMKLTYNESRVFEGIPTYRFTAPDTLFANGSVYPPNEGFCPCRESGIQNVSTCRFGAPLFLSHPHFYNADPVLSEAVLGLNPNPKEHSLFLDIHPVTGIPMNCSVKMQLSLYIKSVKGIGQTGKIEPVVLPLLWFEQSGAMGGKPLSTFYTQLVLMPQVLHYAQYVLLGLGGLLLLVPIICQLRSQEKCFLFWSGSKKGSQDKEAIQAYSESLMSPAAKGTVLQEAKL
* hit, by the source's call; ? = inconclusive; · = not tested or not shown.

mol	Wnt bcat act	phage Ecoli inh	SR-BI DiI inh	SR-BI uptake up	CAL PDZ FP-2	MITF TRPM1 HTS	Tat export inh	Ecoli viability	CAL PDZ FP-1	AddAB inh
CC(C)c1nc2c(s1)CCc1onc(-c3ccc(Cl)cc3)c1-2	-4	1.1	-6	6	-2	-3	4	-0.3	0.7	4.7
Cn1ncc2c(Nc3cccc([N+](=O)[O-])c3)ncnc21	-2	1.6	-8	8	·	10	-3	-0.2	-0.8	4.3
COc1ccc(S(=O)(=O)NCc2ccc(F)cc2)cc1OC	-1	2.6	2	-2	·	7	2	0.8	-0.2	2.4
NN(CCO)C(=S)Nc1ccc(Cl)cc1	-2	1.3	7	-7	-1	2	-1	0.8	-0.7	3.7
COc1ccc(CCNC(=O)c2cccc(S(=O)(=O)N3CCCC3)c2)cc1	-5	-4.5	2	-2	6	7	15	·	-1.1	·
COc1ccc(C(=O)COC(=O)c2ccc(NC(C)=O)cc2)cc1[N+](=O)[O-]	-1	2.1	34	-34	-4	1	1	0.7	-1.4	4.6
COc1ccc(CCN(C)Cc2nc(-c3cnccn3)no2)cc1OC	9	-1.1	5	-5	-3	0	1	0.4	-0.1	-0.8
COc1cc(/C=C2\N=C(c3ccccc3)OC2=O)ccc1OCc1c(C)no[n+]1[O-]	-3	3.2	-3	3	-1	-10	-7	0.4	-3.0	-2.9
CC(C)Cn1c(CN(Cc2ccccc2)Cc2ccccc2)nc2c1c(=O)n(C)c(=O)n2C	0	4.1	-21	21	·	·	25	-1.6	-1.7	-1.6
O=C(CCCn1c(=O)[nH]c2cc(Cl)ccc2c1=O)NC1CCCCCC1	-2	1.5	-7	7	-4	-6	2	0.2	0.1	-0.6
O=C(NC1C2CC3CC(C2)CC1C3)c1ccc(N2CCNCC2)c([N+](=O)[O-])c1 (centres undefined)	-3	1.9	12	-12	-8	·	-6	-2.0	-0.6	1.0
O=C(Nc1nnc(SCC(=O)N2CCCc3ccccc32)s1)c1ccccc1	14	2.5	-10	10	-4	40	-7	0.7	-2.5	2.9
COc1ccc(S(=O)(=O)N2CCN(C(=O)C3CC3)CC2)cc1	-1	0.1	·	·	·	-2	-7	-2.0	-2.1	3.4
Cc1nonc1CN(C)C(=O)c1ccc(OC2CCN(C(=O)c3cccnc3)CC2)cc1	-4	3.0	-11	15	-3	-10	8	-1.9	-0.9	0.6
Cc1ccc(NS(=O)(=O)c2ccc(CCC(=O)NC3CC3)cc2)cc1	·	2.2	3	-3	-6	-10	-8	-0.2	-0.2	1.1
CCOCCOC(=O)c1[nH]c2c(c1C)C(=O)CC(c1cc(OC)c(OC)c(OC)c1)C2 (centres undefined)	-5	3.0	53	-53	-5	-9	3	-2.0	-1.4	-2.1
COc1ccccc1NC(CC(=O)c1ccccc1)C(=O)OCC(=O)c1ccc(F)cc1 (centres undefined)	·	3.8	-1	1	4	17	-5	1.0	0.2	3.2
CC(=O)NC1=NN(C(C)=O)C(C)(c2cccnc2)S1 (centres undefined)	-3	0.5	-27	27	-5	-11	0	2.3	-2.0	0.5
CCC(=O)Nc1cc(C(=O)OCC(=O)c2ccc(Cl)cc2Cl)ccc1C	·	3.9	1	-1	-3	0	-7	-1.0	-1.3	-0.5
CC(C)CC(NC(=O)C1CCC(C)CC1)C(=O)Nc1ccccn1 (centres undefined)	·	0.1	5	-5	6	41	-8	-1.3	0.0	3.4
O=C(CN1C(=O)/C(=C/c2ccccc2)Sc2ccccc21)NCCCN1CCOCC1	3	2.4	-10	10	-6	2	0	-0.9	-0.5	3.0
Cc1sc2ncnc(N3CCC(C(=O)Nc4ccc(Cl)c(Cl)c4)CC3)c2c1C	-1	2.1	18	-18	-10	11	0	-1.2	-1.4	-1.0
COc1cc(CN2CC(=O)N(c3cc(Cl)ccc3C)C2=S)cc(OC)c1OC	-1	1.3	7	-7	-2	-8	5	-1.8	-1.4	-0.6
COc1cccc2c1OC[C@@H](CO)[C@H]2N(C)C(=O)Nc1ccc(Cl)cc1	·	2.0	6	-6	-1	-6	-6	3.2	-0.8	4.2
O=C(O)C(SC(C(=O)O)c1ccccc1)c1ccccc1 (centres undefined)	-1	2.2	-13	13	-1	10	-2	·	1.1	·
Cc1cccc(-c2nsc(SCC(=O)NCC3CCCO3)n2)c1 (centres undefined)	2	2.3	-12	12	0	9	1	0.7	-0.4	0.9
c1ccc(Cn2cc(CSc3ccccc3)nn2)cc1	?	3.6	-6	6	-1	63	-10	-0.7	-1.8	3.2
CC(=O)Nc1ccc(NS(=O)(=O)c2ccc(-c3csc(C)n3)s2)cc1	-1	2.6	·	·	·	·	·	0.1	·	-0.3
COc1ccccc1CNC(=O)CSc1nc(N)c(C#N)c(-c2cccs2)c1C#N	·	-0.5	33	-33	-1	-12	-4	0.4	-1.7	1.2
Cc1c(C(=O)NC2CCN(Cc3ccccc3)C2)oc2c(Cl)cccc12 (centres undefined)	-4	4.7	9	-9	-3	3	7	-0.8	-5.4	0.5
C/C(=N\NC(=O)COc1ccc([N+](=O)[O-])cc1)C(C)(C)C	·	0.6	10	-10	4	-1	-13	-3.7	·	1.7
CC(=O)n1nc(-c2ccccc2)nc1NCc1ccc(N(C)C)cc1	13	1.2	10	-10	-5	74	2	-1.4	-0.8	1.0
CCCCC(O)(CCCC)C(=O)N/N=C(\C)c1ccc(Cl)cc1	-4	3.1	9	-9	·	-5	2	0.8	-0.4	0.4
Cc1cccc(NC(=O)COC(=O)c2ccc([N+](=O)[O-])o2)c1C	0	1.2	8	-8	3	-4	3	-1.4	0.9	0.7
N#C/C(=C\c1cn(Cc2ccc(F)cc2)c2ccccc12)C(=O)NCc1ccco1	·	-0.6	61	-61	-6	17	-16	-0.3	-1.1	1.2
COc1ccc(-n2c(C)n[nH]c2=O)cc1OC	-8	1.7	-15	15	-1	·	-4	0.0	·	1.6
COc1ccc(CC(=O)Nc2nc(-c3ccc(OC)c(OC)c3)cs2)cc1OC	-2	3.4	62	-62	·	-3	-2	1.6	-1.7	4.7
Nc1nnnn1NCc1cccc(OCc2ccccc2)c1	8	2.9	9	-9	1	14	3	-0.7	-2.3	0.5
CN(CCc1ccccn1)C(=S)Nc1ccc(Cl)cc1Cl	0	2.2	-2	2	-6	14	-11	-0.8	-0.2	0.5
O=C(O)c1cc(S(=O)(=O)N(Cc2ccccc2)c2cccc(C(F)(F)F)c2)ccc1Cl	2	0.6	-8	8	-4	-11	8	-2.6	-1.2	-0.9
COc1ccc(C(CCNC(C)c2ccccc2)C(C)C)cc1 (centres undefined)	-14	3.0	·	·	·	·	·	-1.3	·	3.8
CC(C(=O)O/N=C(\N)c1ccccn1)c1ccc([N+](=O)[O-])cc1 (centres undefined)	0	4.0	9	·	-1	2	-4	-1.6	-1.7	2.0
COc1ccc(NC(=O)Nc2ccc3c(c2)C(=O)N([C@@H](C)CO)C[C@@H](C)[C@@H](CN(C)S(=O)(=O)c2cccs2)O3)cc1	-1	2.7	36	-36	-2	23	10	1.1	0.8	0.4
O=C(Cc1ccc(F)cc1)Oc1ccc(C(=S)N2CCCC2)cc1	0	1.8	3	-3	-3	-10	-2	-0.8	-0.3	0.5
O=C(Nc1cnc2ccccc2c1)c1cccnc1	20	2.1	·	·	·	43	-4	2.6	-2.8	2.8
Cc1nc2cc(C)c(C)cc2o1	-2	1.8	-5	5	-3	-4	3	·	-0.3	·
C=CCn1c(SCC(=O)NC(=O)NC)nnc1C1CCCCC1	0	0.0	-12	12	-2	-1	2	-2.5	-0.5	-0.8
O=C(c1cc(COc2ccc(F)cc2F)on1)N1CCN(C(=O)c2ccco2)CC1	3	0.4	11	-11	-2	-5	-6	1.8	-1.7	0.9
Cc1cc(C)c(OCC(=O)N(Cc2ccc(N(C)C)cc2)C2CCS(=O)(=O)C2)c(C)c1 (centres undefined)	-1	1.8	16	-16	-5	-7	-7	-0.7	1.4	-1.9
CC1Cc2nc(SCC(=O)N3CCc4ccccc43)n(C)c(=O)c2S1 (centres undefined)	·	2.3	0	0	-5	-3	8	0.6	1.0	2.4

New compounds follow:
mol	Wnt bcat act	phage Ecoli inh	SR-BI DiI inh	SR-BI uptake up	CAL PDZ FP-2	MITF TRPM1 HTS	Tat export inh	Ecoli viability	CAL PDZ FP-1	AddAB inh
O=C(CSc1nc(C2CCCCC2)nc2ccccc12)NCc1ccc2c(c1)OCO2	3	1.5	25	-25	3	10	-3	-1.2	-1.9	3.5
O=C(Nc1nnc(-c2cccs2)o1)c1cc(-c2ccccc2)nc2ccccc12	0	0.1	3	-3	·	-15	-3	-2.3	-2.6	1.0
CCc1cccc2c(SCC(=O)NCC3CCCO3)nc(-c3ccc(F)cc3)nc12 (centres undefined)	-1	2.0	8	-8	-1	2	-4	-0.6	-2.6	0.9
CC(=O)c1cc(C#N)c(SCc2ccccn2)nc1C	27	0.1	4	-4	·	·	-2	0.7	0.3	0.8
CCCC(=O)NC(Nc1c(C)n(C)n(-c2ccccc2)c1=O)C(Cl)(Cl)Cl (centres undefined)	-4	4.4	-16	16	5	-15	-6	-0.6	-0.8	1.6
Cc1ccn2c(=O)c(NC(=O)c3cccc4ccccc34)c(C)nc2c1	1	3.3	-5	5	-2	-7	2	2.3	-2.0	-0.3
Cc1ccccc1C1CC(=O)NC2=C1C(=O)CCC2 (centres undefined)	·	-1.0	0	0	-2	-4	-6	2.9	0.2	5.0
COc1ccc(S(=O)(=O)c2cnc3ccccc3n2)cc1	-7	3.6	-11	11	-3	-10	-7	0.3	-2.7	1.2
COc1cnc(-c2ccccn2)nc1Oc1ccccc1	0	0.1	-15	15	-4	-11	-5	-2.3	-0.4	-4.1
Cc1nnc(SCC(=O)N2CCCC2)n1-c1ccc(F)cc1	-2	3.4	-8	8	-3	-11	7	1.2	-0.8	3.8
COc1cc(C(=O)OC(C)C(=O)Nc2ccc3c(c2)OCCO3)cc(OC)c1OC (centres undefined)	5	1.9	3	-3	3	5	2	0.0	0.9	-0.3
CCOC(=O)c1ccc(NC(=O)CSc2nnc(-c3ccncc3)n2C)cc1	10	1.5	6	-6	-2	1	-5	1.5	-0.3	1.2
CCC/C(=C1/c2ccccc2C(=O)N1c1ccccc1)c1ccc(O[C@@H]2CCCCO2)cc1	-11	1.5	9	-9	0	5	5	-0.7	-1.0	0.1
FC(F)(F)c1nnc(-c2ccccc2)nc1Sc1ccc(Cl)cc1	·	2.2	37	-37	-10	·	4	-1.5	-0.9	-2.6
Cc1cc(N2CCC(C)CC2)n2nc(C)c(-c3ccccc3)c2n1	0	-0.7	75*	-75	-1	3	14	2.3	-0.8	1.4

Bioassay records (PubChem BioAssay)
